# Bioassay records from PubChem BioAssay.
# Pf growth 48h – inhibits P. falciparum growth in the first generation, 48 h; P. falciparum luciferase growth in erythrocytes, 48 h; Potency, µM (top dose mostly 28.7 µM), inactives show top-dose activity change, negative = inhibition, hits mostly inhibitors; actives 5.9% (n = 310,000); AID 504832; note: potency is the fitted concentration of half-maximal effect; % is set by controls: 0 for no effect and ±100 for the full control effect
#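 Growth was read as firefly luciferase luminescence after a 48 h, 37 C, 5% CO2 exposure of compounds to reporter-bearing P. falciparum cultures (0.1% parasitemia, 2% hematocrit final) in Albumax-supplemented RPMI 1640.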
# Tb PYK inh – T. brucei pyruvate kinase inhibition | Q57TT1 | Potency, µM (series often up to 76.8 µM), for the others: at the highest dose activity, negative = inhibition, most hits filed as inhibitors | actives 0.12% (n = 410,000) | TbPYK enzyme, Kinase-Glo Plus ATP luminescence, 45 min; note: potency is the fitted concentration of half-maximal effect; % is set by controls: 0 for no effect and ±100 for the full control effect; nearly all actives have a fitted effect of over 50% in size
#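 In this concentration-response screen, enzyme-free wells defined baseline while DMSO plates tracked drift. Each reaction combined TbPYK, substrate, compound and 130 uM ADP for 45 min at room temperature. Kinase-Glo Plus luminescence gave the signal.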
# LmPK inh – blocks Leishmania mexicana pyruvate kinase activity | Q27686 | purified LmPK, Kinase-Glo ATP luminescence, 1 h | Potency, µM (highest dose often 57.5 µM), without a hit: at the highest dose activity change, negative = inhibition, usual class: inhibitors | actives 0.37% (n = 290,000) | AID 1721; note: potency is the fitted concentration of half-maximal effect; % is set by controls: 0 for no effect and ±100 for the full control effect
# Target sequence (Q27686 whole entry, looked up): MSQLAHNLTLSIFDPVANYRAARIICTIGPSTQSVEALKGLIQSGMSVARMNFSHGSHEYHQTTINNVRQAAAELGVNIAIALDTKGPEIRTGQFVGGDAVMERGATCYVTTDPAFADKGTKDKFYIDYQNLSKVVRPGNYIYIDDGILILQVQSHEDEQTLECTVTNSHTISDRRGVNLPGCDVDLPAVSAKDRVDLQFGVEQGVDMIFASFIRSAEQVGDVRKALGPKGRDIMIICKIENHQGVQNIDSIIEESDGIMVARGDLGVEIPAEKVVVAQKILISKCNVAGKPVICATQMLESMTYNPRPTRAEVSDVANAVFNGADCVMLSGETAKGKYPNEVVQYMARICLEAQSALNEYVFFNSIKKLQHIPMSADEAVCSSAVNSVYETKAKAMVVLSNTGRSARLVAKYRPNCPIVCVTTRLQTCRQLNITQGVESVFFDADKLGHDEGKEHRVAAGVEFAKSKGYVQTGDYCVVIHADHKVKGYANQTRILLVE
#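 Purified LmPK (0.1 nM) with 0.5 mM PEP and 0.1 mM ADP in imidazole buffer pH 7.2 with MgCl2/KCl, 1 h at room temperature. ATP formed was read by luciferase luminescence and normalized to no-enzyme and uninhibited controls.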
# Pf growth 96h – P. falciparum growth inhibition at 96 hours; P. falciparum luciferase reporter growth, 96 h; Potency, µM (top dose mostly 28.7 µM), for inactives: at the highest dose activity change, negative = inhibition, actives largely listed as inhibitors; actives 6.9% (n = 320,000); AID 504834; note: potency is the fitted concentration of half-maximal effect; % is set by controls: 0 for no effect and ±100 for the full control effect
#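 P. falciparum expressing integrated firefly luciferase grown in erythrocytes (2% hematocrit, 0.05% parasitemia final) with compounds for 96 hours at 37 C, 5% CO2. Growth inhibition read as loss of luminescence after adding luciferase detection reagent.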
# CHX counter – affects cycloheximide protein synthesis inhibition readout, counter-screen; max response, %; actives 12% (n = 300,000); cell reporter, cycloheximide protein synthesis inhibition counterscreen; AID 2314; in the data active = max response mostly above about 13%, no sharp cut-off; inactive = mostly below about 14%; note: read at 38.3 µM for the half of the compounds with a filed dose; 0% is about no effect
# Shiga inhibitor – blocks Shiga toxin action in Vero cells. AID 2315. actives 9.2% (n = 290,000). Vero cells, Shiga toxin protein synthesis inhibition reporter. inhibition, % at 38.7 µM; in the data active = inhibition mostly above about 28%, no sharp cut-off; inactive = mostly below about 43%; note: 0% is about no effect
# AMA1 RON2 block – inhibitors of Plasmodium falciparum AMA1-RON2 interaction; AID 720542; Potency, µM (series often up to 58.2 µM), for the others: at the highest dose activity change, negative = inhibition, actives largely listed as inhibitors; AlphaScreen AMA1-biotinylated RON2 peptide binding; actives 0.2% (n = 360,000);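 note: potency is the fitted concentration of half-maximal effect; 0% = vehicle wells and -100% = peptide control; nearly all actives have a fitted effect of over 45% in size; some results filed as inactive show a strong effect at the top dose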
#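 AMA1 (3D7) with his tag at 25 nM final met compounds first, then biotinylated RON2 peptide at 25 nM; detection used donor plus acceptor beads, 10 µg/mL apiece, read by AlphaScreen after 30 min at room temperature.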
# * hit, by the source's call; i = inactive; ? = inconclusive; nt = not tested or not shown; & = joins results of further samples; [ ] = remark or other dose. Unless noted, calls come from the whole dose curve; as a rule, active = well fitted curve in the direction sought with a large enough effect; inconclusive = small, poorly fitted or top-dose-only effect, or another doubt; inactive = no such curve, though single readings can be large; an effect the other way counts as inactive or inconclusive.
SMILES,Pf growth 48h,Tb PYK inh,LmPK inh,Pf growth 96h,CHX counter,Shiga inhibitor,AMA1 RON2 block
CCCCN(CC)CCNC(=O)C1c2cc(OC)c(OC)cc2C(=O)N2CCc3ccccc3C12 (centres undefined),?,6%,-5%,10µM*,-5,-8,-4%
O=C(Cc1ccsc1)Nc1ccc2c(c1)OCO2,149%[activator],-5%,nt,158%[activator],nt,nt,16%
Cc1cc(C)nc(SCC(=O)OC(C)C(=O)Nc2ccccc2)n1 (centres undefined),?,-6%,-4%,?,-2,-9,3%
CC(=O)N1c2ccc(S(=O)(=O)N3CCC(C(=O)NC4CCCCC4)CC3)cc2CC1C (centres undefined),?,0%,-1%,?,3,11,2%
Cc1cc(C)nc(SCc2cc(=O)c(OC(=O)c3ccc(Cl)c([N+](=O)[O-])c3)co2)n1,66%[activator],5%,1%,?,6,6,-4%
COCCCN(C(=O)c1cccnc1SC)c1c(N)n(Cc2ccccc2)c(=O)[nH]c1=O,-10%,0%,-2%,28%,-5,-11,1%
Cc1cccc(S(=O)(=O)Nc2nc3ccccc3nc2NCC2CCCO2)c1 (centres undefined),-7%,7%,-2%,-13%,-3,-3,-5%
COc1ccc(C(=O)NCCCN=C2NS(=O)(=O)c3ccccc32)cc1,17%,1%,4%,17%,-1,-4,2%
Oc1ccccc1Nc1ncnc2c1oc1ccccc12,?,1%,4%,?,39*,46,-6%
COc1cc2c(cc1O)CCN[C@@]21CS[C@H]2c3c(OC(C)=O)c(C)c4c(c3C(COC1=O)N1C2C2c3c(cc(C)c(OC)c3O)CC([C@@H]1O)N2C)OCO4 (some centres undefined),0.0005µM*,-3%,nt,2.1µM*,nt,nt,nt
CCOC(=O)C1CCCN(S(=O)(=O)c2ccc3c(c2)N(C)C(=O)CC(=O)N3C)C1 (centres undefined),-27%,-6%&-1%,0%,?,-3,-15,14%
CCn1cc(/C=C(\NC(=O)c2ccccc2)C(=O)N2CCOCC2)c2ccccc21,-2%,-6%,-7%,25%,-2,-5,-5%
NC(=O)c1ccc(C(=O)c2ccc([N+](=O)[O-])cc2)cc1,4%,-5%,-3%,18%,-1,18,2%
CC(=O)Nc1ccc(NS(=O)(=O)c2ccc(Cl)s2)cc1,?,0%&6%,4%,13%,-3,-3,15%
O=C(CCCn1c(=O)oc2ccccc21)NC1CCCCCC1,7%,nt,2%,-6%,-1,-6,nt
CCC(C)NC(=O)CSc1nc2ccsc2c(=O)n1NC(=O)c1ccccc1 (centres undefined),nt,-5%,-2%,8.3µM*,28,33,87%[activator]
CC(=O)n1c2ccccc2c2ccccc21,9%,4%,-4%,41%[activator],-4,-4,15%
Cc1ccc(S(=O)(=O)N[C@H](C(=O)N2CCC3(O)CCCCC3C2)c2ccccc2)cc1 (some centres undefined),-9%,-4%,0%,?,0,14,2%
CCOc1ccccc1N1CCN(CC(=O)Nc2ccnn2C2CCCC2)CC1,-26%,3%,nt,-18%,nt,nt,7%
CCSc1cc(N2CC(C)OC(C)C2)nc(-c2ccccc2Cl)n1 (centres undefined),2.1µM*,-5%,1%,nt,15,-15,-11%
CN/C(=C\[N+](=O)[O-])NCCSCc1csc(CN(C)C)n1,15%[12.8 µM],2%,nt,24%[12.8 µM],nt,nt,4%
Cc1nc2ccccc2n1S(=O)(=O)c1ccc(S(=O)(=O)N2CCCCCC2)cc1,68%[activator],-9%,1%,?,3,28,0%
CC(=O)Cc1cc(=O)c2c(C)cc(O)c(C3OC(CO)C(O)C(O)C3O)c2o1 (centres undefined),31%[activator],-9%,-2%,?,-3,-2,19%
Cn1cc(SCC(=O)NCc2ccc(F)cc2)c2ccccc21,10%,-2%,3%[11.5 µM],40%[activator],9,-14,9%
CCc1ccc2nc3c(c(C(=O)O)c2c1)CCC3,-6%,4%,4%,?,19,21,1%

# Among those listed so far, these have two or more sulfur atoms.
SMILES,Pf growth 48h,Tb PYK inh,LmPK inh,Pf growth 96h,CHX counter,Shiga inhibitor,AMA1 RON2 block
CC(=O)Nc1ccc(NS(=O)(=O)c2ccc(Cl)s2)cc1,?,0%&6%,4%,13%,-3,-3,15%
CCC(C)NC(=O)CSc1nc2ccsc2c(=O)n1NC(=O)c1ccccc1 (centres undefined),nt,-5%,-2%,8.3µM*,28,33,87%[activator]
CN/C(=C\[N+](=O)[O-])NCCSCc1csc(CN(C)C)n1,15%[12.8 µM],2%,nt,24%[12.8 µM],nt,nt,4%
Cc1nc2ccccc2n1S(=O)(=O)c1ccc(S(=O)(=O)N2CCCCCC2)cc1,68%[activator],-9%,1%,?,3,28,0%

# Continued:
SMILES,Pf growth 48h,Tb PYK inh,LmPK inh,Pf growth 96h,CHX counter,Shiga inhibitor,AMA1 RON2 block
CCOC(=O)c1ccc(NS(=O)(=O)c2c(C)n[nH]c2C)cc1,3%,5%,nt,-5%,nt,nt,-3%
C/C(=N\NC(=O)c1ccc(N2CCCC2=O)cc1)c1ccncc1,3%,-3%,-1%,11%,-3,1,64%[activator]
Cn1ncc(Cl)c1C(=O)N1CCN(S(=O)(=O)c2cccs2)CC1,-1%,-5%,-5%,?,-3,-15,-6%
N#C/C(=C\c1ccc([N+](=O)[O-])cc1)c1nc(C2CC2)cs1,7%,0%,0%,2%,21*,15,-8%
CCC(C(=O)NC1CCCC1)N(Cc1cccs1)C(=O)Cn1nnc(-c2ccc(OC)c(OC)c2)n1 (centres undefined),?,-2%,0%,?,-2,2,-1%
CC(C)N(C(=O)COC(=O)[C@@H]1CC(O)CN1S(=O)(=O)c1ccc(C(C)(C)C)cc1)C(C)C (some centres undefined),4.1µM*,-22%,8%,6.6µM*,-1,41,6%
CCC1=Nc2cc(C(=O)NCCN3CCOCC3)ccc2Sc2ccc(C)cc21,?,5%,0%,-29%,4,-8,0%
Cc1ccc(S(=O)(=O)/N=C(\c2ccc(F)cc2)n2c(C)nc3ccccc32)cc1,?,-9%,7%,?,1,36,11%
CC(=O)OC[C@H]1O[C@H](CCO/N=C(\C)CCN2CCCc3nc(C)c(C)cc32)C=C[C@@H]1OC(C)=O,?,nt,4%,?,-3,-13,nt
O=C(CSc1nc2ccccc2[nH]1)Nc1ccc2c(c1)CCC2,5%,-4%,-2%,-12%,10,37,23%
O=C(c1ccc([N+](=O)[O-])cc1)N1CCSC1c1ccccc1Cl (centres undefined),?,0%,0%,-16%,7,11,-13%
Nc1cc(OCC(F)(F)F)cc(OCC(F)(F)F)c1,15%,1%,1%,13%,3,21,6%
Cc1cccc(N2C(=O)c3ccc(C(=O)Nc4c[nH]c(=O)[nH]c4=O)cc3C2=O)c1,-5%,2%,-2%,40%[activator],-3,2,-3%
CCOC(=O)N1CCN(C(=O)Nc2ccc3nc(C)c(C)nc3c2)CC1,?,4%,-1%,11%,6,136*,-5%
CC1(C)CC(=O)C=C(c2cccc(Br)c2)C1,-1%,-6%,nt,?,nt,nt,-4%
CCCCC[n+]1ccn(-c2nc3ccccc3nc2[N-]S(=O)(=O)c2ccc(C)cc2)c1,-16%,-11%,-8%,?,2,-19,150%[activator]
CC(Oc1cccc(Cl)c1)C(=O)Nc1ccc([N+](=O)[O-])cn1 (centres undefined),30%[activator],5%,2%,?,-4,2,-16%
COc1ccc(C(=O)CSc2cc(C)nc3nc(C)nn23)cc1OC,-5%,-6%,-3%,-9%,-2,-14,-2%
Cc1ccc(C(=O)CCC(=O)OCC(=O)N2c3ccccc3NC(=O)C2(C)C)cc1,10%,0%,nt,50%[activator],nt,nt,-4%
COc1ccc(C2CC(=O)Oc3cc(O)ccc32)cc1 (centres undefined),nt,-3%,nt,nt,1,i,1%
CN(c1ccccc1)S(=O)(=O)c1cccc(NC(=O)CN2CCc3ccccc3C2)c1,-21%,-1%,-4%,10µM*,1,-9,-4%
O=C(Cn1c(=O)cnc2ccccc21)NNC(=O)c1ccccc1Cl,14%,-1%,nt,19%,nt,nt,100%[activator]
O=C(O)c1ccc(-c2ccc(/C=N/Nc3ccc([N+](=O)[O-])cc3)o2)cc1,-17%,1%,-2%,-7%,16*,92*,-17%
Clc1nc2nc3n(c2nc1Cl)CCC3,52%[activator],2%,3%,42%[activator],-1,29,-8%
CCCN(CCC)CCCNC(=O)c1cn(C)c2ccc(S(=O)(=O)N(C)C3CCCCC3)cc2c1=O,?,-2%,7%,4%,-5,7,2%
# The results go on:
SMILES,Pf growth 48h,Tb PYK inh,LmPK inh,Pf growth 96h,CHX counter,Shiga inhibitor,AMA1 RON2 block
CCOC(=O)c1cnc2c(c(C)nn2C)c1Oc1ccccc1F,?,3%,5%,?,-1,7,8%
Cc1ccc(-c2nc3ccc(C(=O)O)cc3nc2-c2ccc(C)cc2)cc1,-5%,-2%,7%,169%[activator],2,-6,5%
CC1(C)CC(=O)c2c(-c3cccs3)n[nH]c2C1,34%[activator],nt,3%,27%,18*,90*,8%
COc1cc(C2Nc3ccccc3C(=O)N2c2ccc3c(c2)OCCO3)ccc1OCC(C)C (centres undefined),-22%,-5%,-12%,nt,31*,61*,0%
CN(C)c1cccc(N=C2C=C(N3CCOCC3)CC(C)(C)C2)c1,?,?,5%,0%,-2,9,5%
COc1ccc(O)c(C(=O)c2cnn(C(=O)c3ccc(C)cc3)c2)c1,28%,3%,nt,31%[activator],nt,nt,57%[activator]
CCN(CC)c1ccc(-c2nn3c(-c4cccnc4)nnc3s2)cc1,?,4%,1%,-4%,0,14,-1%
CCSc1nnc(NC(=O)C(C)C)s1,nt,-3%,8%,4%,10,11,-3%
CCOC(=O)N1CCN(C(=O)C(NC(=O)c2ccco2)C(C)C)CC1 (centres undefined),5%,-7%,-2%,?,-3,-8,6%
CCOC(=O)c1cc(C)[nH]c(=O)c1C#N,4%,-1%,-11%,-5%,-4,12,0%
O=C1NC(c2cccc([N+](=O)[O-])c2)Oc2ccccc21 (centres undefined),-2%,-19%,-1%[11.5 µM],?,-2,-15,-16%
CCOc1ncccc1C(=O)OCC(=O)Nc1cc(S(=O)(=O)N(CC)CC)ccc1C,16%,3%,14%,4%,14,-11,-1%
Cc1ccc2oc(=O)n(CCOc3ccccc3C)c2c1,2.6µM*,0%,4%,9%,-1,-6,2%
COc1cccc(-c2ccc3ncnc(NCc4cccnc4)c3c2)c1,?,-3%,nt,?,nt,nt,nt
COC(=O)c1ccccc1N1C(=O)[C@@H]2C(c3ccc(Br)cc3)=NO[C@@H]2C1=O,4%,7%,-9%,55%[activator],-5,-18,2%
Cc1ccc(CNC(=O)CCSCc2cccc(F)c2)cc1,14%,-8%,-4%,38%[activator],-2,4,8%
CNC(=O)CCN(Cc1ccco1)S(=O)(=O)c1ccc(OC)c(OC)c1,35%[activator],-6%,-14%,30%,1,-3,-9%
N#C/C(=C/c1ccc(Br)o1)C(N)=S,?,nt,-3%,12µM*,-3,-6,nt
CC(C)N1CCC(N2CCN(CCCc3ccccc3)CC2CCO)CC1 (centres undefined),?,-24%,3%,?,-1,13,-8%
N#CC1=C(Nc2ccccc2Cl)SC(c2ccccc2O)NC1=O (centres undefined),?,-10%,-10%,-7%,-4,5,1%
